GALK inh – qHTS Assay for Inhibitors of Human Galactokinase (GALK) | actives 0.007% (n = 270,000) | AID 1868, 2009 | P51570 | Purified GALK, Kinase-Glo residual ATP luminescence | Potency, µM (series often up to 57.5 µM), for the others: top-dose activity change, negative = inhibition, usual class: inhibitors; also: potency is read from the fitted curve at half-maximal effect; % is scaled to controls: 0 for no effect and ±100 for the full control effect
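5 nM enzyme, 35 uM ATP, 100 uM galactose, 20 mM HEPES pH8.0, 5 mM MgCl2; 1 h RT; residual ATP by Kinase-Glo Plus luminescence, qHTS format.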
PKM2 activator – qHTS Assay for Activators of Human Muscle isoform 2 Pyruvate Kinase | Pyruvate kinase PKM (Homo sapiens), P14618 | purified PKM2, Kinase-Glo ATP luminescence, activation; response scale: 0% is enzyme alone, no compound | Potency, µM (doses to about 57.5 µM), without a hit: at the top dose activation, most hits filed as activators | actives 0.34% (n = 260,000) | AID 1631, 2009; also: potency is read from the fitted curve at half-maximal effect; % is scaled to controls: 0 for no effect and ±100 for the full control effect; nearly all actives have a fitted effect of over 55% in size
Target sequence (P14618 whole entry, looked up, canonical isoform): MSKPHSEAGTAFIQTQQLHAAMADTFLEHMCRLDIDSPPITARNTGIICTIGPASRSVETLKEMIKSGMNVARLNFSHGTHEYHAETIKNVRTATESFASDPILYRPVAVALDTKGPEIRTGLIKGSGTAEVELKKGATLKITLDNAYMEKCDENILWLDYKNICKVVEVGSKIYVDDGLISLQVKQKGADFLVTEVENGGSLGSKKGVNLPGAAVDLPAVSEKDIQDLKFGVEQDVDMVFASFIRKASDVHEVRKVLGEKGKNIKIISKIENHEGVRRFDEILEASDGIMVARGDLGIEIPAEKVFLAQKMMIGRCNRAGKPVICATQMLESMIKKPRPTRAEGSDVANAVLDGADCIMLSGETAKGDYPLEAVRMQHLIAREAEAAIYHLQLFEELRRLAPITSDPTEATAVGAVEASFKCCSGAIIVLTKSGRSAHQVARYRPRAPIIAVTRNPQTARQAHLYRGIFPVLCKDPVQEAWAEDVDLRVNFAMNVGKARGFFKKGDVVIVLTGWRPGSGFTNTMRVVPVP
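hPK-M2, >95% pure; 0.1 mM ADP / 0.5 mM PEP final; imidazole pH7.2 buffer w/ 7 mM MgCl2, 50 mM KCl; 1 h RT; Kinase-Glo lum. Intermediate enzyme activity for dual inhibitor/activator qHTS.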
FBPA coupling cs – qHTS Assay for Inhibitors of Fructose-1,6-bisphosphate Aldolase from Giardia Lamblia: Coupling assay counterscreen; actives 0.67% (n = 290,000); coupling enzyme system counterscreen, AmpLite Red fluorescence; activity change, negative = inhibition, % at 58.2 µM, hits read low; AID 2472, 2010; in the data active = activity change below about -30%; also: % is scaled to controls: 0 for no effect and ±100 for the full control effect
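Counterscreen lacking aldolase: glyceraldehyde-3-phosphate coupling-enzyme reagent preincubated 10 min at RT with compound (at 57.5 uM final), then substrate/coupling system with AmpLite Red added; fluorescence read at 525/598 nm after 20 min RT.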
MLL CXXC-DNA inh – qHTS Fluorescence Polarization Assay for Inhibitors of MLL CXXC domain - DNA interaction. Histone-lysine N-methyltransferase 2A (Homo sapiens), Q03164. MLL-CXXC / FITC-HOXA9 DNA fluorescence polarization. Potency, µM (doses to about 115 µM), for inactives: at the highest dose activity change, negative = inhibition, usual class: inhibitors. actives 0.037% (n = 290,000); active = well fitted inhibition curve with a large enough effect in the polarisation, with a control signal flat, not every such curve was filed as active; inconclusive = small, poorly fitted or top-dose-only effect, or effect the other way, or a change in a side signal; inactive = no such curve, though single readings can be large or run the other way; the % refers to the polarisation; also: potency is read from the fitted curve at half-maximal effect
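Fluorescence polarization: 7 uM MLL-CXXC (stock) preincubated 5 min with compounds, then 50 nM fluorescein-HOX-A9 DNA (stock) added; 30 min ambient. Buffer 50 mM Tris-HCl pH 7.5, 50 mM NaCl, 1 mM DTT, 0.05% BSA.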
TRPV1 agonist – HTS Assay for Compounds that Act as Agonists of the Vanilloid Receptor 1; actives 0.19% (n = 320,000); Transient receptor potential cation channel subfamily V member 1 (Homo sapiens), Q8NER1; AID 540275, 2011; TRPV1-expressing cells, Fluo-8 calcium influx, agonist mode; activation, % at 8.33 µM; in the data active = activation above about 80%; inconclusive = between about 30% and that limit; also: 0% is about no effect
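Fluo-8 calcium influx in TRPV1-expressing cells, kinetic read (ex 480/em 520 nm). Compound added and read 3 min for agonist activity, followed by capsaicin at EC20 final and 2 min further read for enhancement.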
Giardia killer – Small Molecules that selectively kill Giardia lamblia: qHTS; activity change, % at 7.66 µM, hits read low; AID 540267, 2011; actives 0.15% (n = 340,000); Giardia lamblia trophozoite viability; in the data active = activity change below about -80%; inconclusive = between about -30% and that limit;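 also: parasites exposed to compound for two days anaerobically before the ATP read; % is scaled to controls: 0 for no effect and ±100 for the full control effect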
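Trophozoites 100 cells/well + cpd; 48 hrs, 37 deg C, anaerobic. ATPLite 1-Step added, 15-30 min RT, luminescence read (ATP-based viability).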
KCNH2 WT inh – qHTS for Inhibitors of KCHN2 3.1: Wildtype qHTS; U2OS, BacMam KCNH2, thallium flux FluxOr; stronger effect = lower value; activity change, % at 1.84 µM; actives 0.37% (n = 340,000);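 active = maximum activity change below -70%; inconclusive = maximum activity change between -70% and -50%; inactive = maximum activity change above -50%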; also: % is scaled to controls: 0 for no effect and ±100 for the full control effect
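U2OS cells were transduced with wild-type KCNH2 virus (2.03 x 10^8 / mL) for 4 h at room temperature, then cultured overnight at 37 C. Thallium flux was read with FluxOr dye. Rate constants were normalized to DMSO controls.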
B2AR arrestin – qHTS assay of beta-arrestin-biased ligands of beta2-adrenergic receptor | Beta-2 adrenergic receptor (Homo sapiens), P07550 | Potency, µM (titrated, usually from 46.1 µM), inactives show at the top dose activation, hits mostly activators | actives 0.02% (n = 330,000) | beta-arrestin recruitment to beta2AR, cell-based reporter;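 also: potency is read from the fitted curve at half-maximal effect; 0% = DMSO controls and full agonism = EC100 isoproterenol or metaproterenol; nearly all actives have a fitted effect of over 65% in size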
Target sequence (P07550 whole entry, looked up): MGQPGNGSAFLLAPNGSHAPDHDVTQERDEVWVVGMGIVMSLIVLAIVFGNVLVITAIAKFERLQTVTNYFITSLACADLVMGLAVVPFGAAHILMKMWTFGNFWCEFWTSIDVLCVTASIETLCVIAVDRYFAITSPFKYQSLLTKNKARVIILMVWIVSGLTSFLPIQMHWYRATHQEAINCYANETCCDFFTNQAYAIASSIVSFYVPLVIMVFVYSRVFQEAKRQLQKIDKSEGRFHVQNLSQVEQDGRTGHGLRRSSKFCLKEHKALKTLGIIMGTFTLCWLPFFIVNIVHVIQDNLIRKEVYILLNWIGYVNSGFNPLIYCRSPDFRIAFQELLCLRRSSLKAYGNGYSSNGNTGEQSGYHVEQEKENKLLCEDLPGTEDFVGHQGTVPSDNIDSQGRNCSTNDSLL
Menin-MLL TR inh – qHTS Assay for Inhibitors Targeting the Menin-MLL Interaction in MLL Related Leukemias: Competition With Texas Red Labeled MLL-derived Mutant Peptide | O00255 | Menin + Texas Red MLL mutant peptide, fluorescence polarization | Potency, µM (series often up to 61.6 µM), inactives show top-dose FP activity change, negative = inhibition, actives largely listed as inhibitors | actives 0.23% (n = 270,000) | AID 1768, 2009; active = well fitted inhibition curve with a large enough effect in the polarisation, with a control signal flat, not every such curve was filed as active; inconclusive = small, poorly fitted or top-dose-only effect, or effect the other way, or a change in a side signal; inactive = no such curve, though single readings can be large or run the other way; the % refers to the polarisation; also: potency is read from the fitted curve at half-maximal effect; % of control where 0% means no effect; many of its hits are not listed in these tables
USP2a block – qHTS Assay for Inhibitors of Ubiquitin-specific Protease USP2a Using CHOP2 as the Reporter; Ubiquitin carboxyl-terminal hydrolase 2 (Homo sapiens), O75604; USP2 core, Ub-CHOP2 coupled fluorogenic reporter, 485/531; Potency, µM (doses to about 38.3 µM), for the others: top-dose activity change, negative = inhibition, most hits filed as inhibitors; actives 0.01% (n = 330,000); AID 463254, 2010;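 also: potency is read from the fitted curve at half-maximal effect; plate controls were DMSO wells for no effect and full inhibition by NEM control for full effect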
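Deubiquitinase activity read as fluorescence (485/531 nm) after Ub-CHOP2 cleavage activates the enterokinase reporter on its substrate; USP2 core 10nM, Ub-CHOP2 and substrate 25nM each, 30min compound preincubation then 60min RT; data normalized to NEM, curves fitted.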
KCNH2 3.1 block – qHTS for Inhibitors of KCHN2 3.1: Mutant qHTS. Potassium voltage-gated channel subfamily H member 2, brain isoform KCNH2 3.1 (human). actives 0.95% (n = 340,000). activity change, % (tested at about 1.8 µM). U2OS KCNH2 3.1, thallium flux FluxOr; stronger effect = lower value;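 active = maximum activity change below -70%; inconclusive = maximum activity change from -70% to -50%; inactive = maximum activity change above -50%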;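 also: thallium influx rate constant from kinetic fluorescence after stimulation buffer; % is scaled to controls: 0 for no effect and ±100 for the full control effect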
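Channel expression came from 3.1 mutant virus (1.77 x 10^8 /mL) applied to suspended U2OS cells for 4 h. Flux was tracked with FluxOr dye plus Red40 quencher, and kinetic rate constants normalized to controls.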
* hit, by the source's call; ? = inconclusive; / = not tested or not shown; [ ] = dose if it differs, or a comment. Unless noted, calls follow the shape of the dose curve; as a rule, active = well fitted curve in the direction sought with a large enough effect; inconclusive = small, poorly fitted or top-dose-only effect, or another doubt; inactive = no such curve, though single readings can be large; an effect the other way counts as inactive or inconclusive. This is a subset; rates above refer to the full screens.

SMILES	GALK inh	PKM2 activator	FBPA coupling cs	MLL CXXC-DNA inh	TRPV1 agonist	Giardia killer	KCNH2 WT inh	B2AR arrestin	Menin-MLL TR inh	USP2a block	KCNH2 3.1 block
Cc1cccc(Nc2c([N+](=O)[O-])ccc3nonc23)c1	0%	/	0	1%	-1	-1	-8	-0.7%	15%	4%	12
CCN(CC)S(=O)(=O)c1ccc(NC(=O)CCNC(=O)c2ccco2)cc1	1%	-2%	-1	-1%	-2	-1	0	0.5%	-3%	-1%	-4
C/C(=N\NC(=O)c1ccco1)c1ccc(NC(=O)C(F)(F)F)cc1	-2%	9%	4	0%	2	-9	-11	?	-14%	-1%	15
CCC(CO)Oc1cc(NCc2cccc(C)c2)c2ncn(C(C)C)c2c1 (stereo unspecified)	/	/	/	/	/	-3	-20	-0.1%	/	?	-10
CCOc1cc(CNS(=O)(=O)c2ccc3c(c2)CC(=O)N3C)cc(OCC)c1OCC	0%	/	-2	7%	5	11	-10	-0.4%	11%	2%	13
Cc1cc(NC(=O)Nc2ccc(Cl)c(Cl)c2)n(-c2ccccc2)n1	-1%	3%	-13	-5%	9	-18	6	-0.3%	/	2%	-3
COc1ccc(CNCC(O)(c2ccccc2)c2ccccc2)cc1	3%	/	-1	-5%	2	16	19	0.2%	-5%	2%	-5
O=C(NC1CCC(NC(=O)C(F)(F)C(F)F)CC1)C(F)(F)C(F)F (stereo unspecified)	2%	?	1	4%	4	0	0	0.5%	-2%	-2%	9
O=C(C1CCN(S(=O)(=O)c2cccs2)CC1)N1CCCCCC1	4%	-3%	3	-9%	9	3	10	0.4%	0%	-5%	5
COc1ccc(C(=O)N2CCCCC2C(=O)Nc2ccc(-n3nc(C)cc3C)cc2)o1 (stereo unspecified)	-2%	/	1	3%	1	33[activator]	-3	0.2%	-16%	2%	8
COc1cc(NS(=O)(=O)c2ccc(NC(=O)CN3C(=O)c4ccccc4C3=O)cc2)ncn1	-2%	-4%	13	18%	2	-1	7	-0.1%	6%	-3%	-5
CN1C(=O)/C(=C/c2ccc(C(F)(F)F)cc2)Sc2ccc(C(=O)N3CCN(c4ccccn4)CC3)cc21	1%	/	/	-12%	-2	-14	10	0.3%	/	-1%	?
Cc1cccc(C)c1NC(=O)CSCCO	0%	-2%	2	-1%	-1	3	6	-0.4%	1%	0%	8
COc1ccccc1NS(=O)(=O)c1ccc(C(=O)NCC(c2ccc(F)cc2)N2CCOCC2)cc1 (stereo unspecified)	/	/	/	/	/	7	-2	0.2%	/	4%	14
CCC(CC)NC(=O)COC(=O)c1cc(Br)ccc1Cl	-1%	5%	2	3%	7	10	8	0.2%	-8%	1%	-1
CC(=O)N(CCc1cccc(C)c1)Cc1cc2cc(C)ccc2[nH]c1=O	2%	3%	-2	-4%	?	-5	-2	-0.4%	1%	1%	3
CCS(=O)(=O)N1Cc2ccccc2CC1C(=O)Nc1cccc(S(=O)(=O)N(C)C)c1 (stereo unspecified)	5%	/	4	?	0	-5	2	-0.4%	9%	-1%	15
Cc1ccc(Cl)cc1NC(=O)C(Cc1ccccc1)N1C(=O)C2C3CCC(C3)C2C1=O (stereo unspecified)	/	0%	4	-1%	?	7	15	-1.4%	-6%	-6%	-3
O=C(Nc1ccc2ccccc2c1)c1ccc(NS(=O)(=O)c2ccc(Br)s2)cc1	-21%	2%	-1	1%	?	-5	1	-0.7%	?	-10%	2
CC(C)Cn1c(N)c(C(=O)COC(=O)c2cnc(Cl)c(Cl)c2)c(=O)n(C)c1=O	-3%	0%	4	16%	-1	32[activator]	-8	-0.9%	35%[activator]	2%	?
CCN(C(=O)COC(=O)c1cc(OC)ccc1Br)C1CCS(=O)(=O)C1 (stereo unspecified)	/	/	/	/	/	-14	2	-0.9%	/	1%	9
O=C1CCCN1CCCNC(=S)Nc1ccccc1Cl	1%	-2%	4	-5%	-2	3	1	0.0%	-1%	2%	-5
O=C(Nc1ccc(-c2cscn2)cc1)C1CCCN(Cc2ccccc2)C1 (stereo unspecified)	2%	/	/	-4%	23	13	1	0.9%	/	-11%	5
COc1ccccc1-n1c(CNC(=O)c2ccccc2)nnc1SCC(=O)Nc1nnc(C)s1	-1%	-1%	1	2%	-4	-1	-7	0.0%	7%	4%	3
O=C(O)c1ccc(N2C(=O)c3cccnc3C2=O)cc1	-3%	-1%	1	5%	-3	4	-1	-0.4%	-10%	2%	-2
CC(C)N=c1scc(-c2ccco2)n1/N=C/c1ccc(O)c(O)c1	-6%	23%	-5	7%	8	-16	3	-0.6%	?	2%	0
c1ccc(CC2CNc3ccccc3CN2)cc1 (stereo unspecified)	1%	-2%	-3	2%	-1	-2	-6	0.1%	?	0%	-11
Cc1ccc(NC2CCCN(C(=O)CCC3(C)CC3)C2)cc1C (stereo unspecified)	-8%	9%	/	2%	?	-16	-4	0.3%	/	4%	17
CCC(C)NS(=O)(=O)c1cccs1 (stereo unspecified)	-2%	0%	0	4%	-12	2	4	0.0%	22%	2%	-4
CCOC(=O)NC(=S)c1ccc[nH]1	1%	5%	0	1%	1	-8	-2	0.4%	0%	-1%	7
Cc1cc(OCc2nc(-c3cccs3)no2)cc(C)c1Cl	1%	2%	-3	-3%	3	-8	3	0.3%	0%	1%	-13
CCN(CC)C(=O)C1CCN(Cc2ccc(Br)cc2)CC1	2%	-1%	2	3%	16	-21	29	-0.2%	3%	1%	-18
CCOc1ccc2[nH]c(C)c(CN3CCCCC3)c(=O)c2c1	1%	0%	1	3%	0	-17	16	-0.4%	-1%	3%	5
COc1cc(OC)c(C2C(C(=O)Nc3ccccc3)=C(C)Nc3ncnn32)cc1OC (stereo unspecified)	-1%	1%	-4	-2%	-1	5	-34	0.1%	7%	-2%	4
O=C(COc1ccccc1)N=C1SC2CS(=O)(=O)CC2N1c1ccccc1 (stereo unspecified)	-3%	-2%	0	10%	0	7	-1	0.5%	20%	0%	-9
O=C(C1=C(O)C(=O)N(Cc2ccccc2)C1c1ccco1)c1ccco1 (stereo unspecified)	1%	1%	0	-12%	-5	-4	0	-0.6%	4%	2%	-13
CCC(CO)Oc1cc(NC(=O)c2ccccc2)c2ncn(C(C)C)c2c1 (stereo unspecified)	/	/	/	/	27	5	1	0.1%	/	1%	-1
Nc1cc([N+](=O)[O-])ccc1Nc1ccccc1	-1%	-1%	-2	6%	4	-15	-17	-0.3%	?	0%	3
COc1ccc(N2CC(C(=O)N3CCN(Cc4ccc5c(c4)OCO5)CC3)CC2=O)cc1 (stereo unspecified)	-3%	/	2	48%[activator]	15	-3	1	-0.3%	6%	-2%	-3
CCCc1cc(=O)n2[nH]c(CCc3ccccc3)nc2n1	-9%	-2%	0	2%	-1	11	3	-0.9%	-3%	2%	-7
O=C(Nc1ccc(Br)cn1)c1cccc2c1-c1ccccc1C2=O	1%	1%	3	8%	6	-15	0	-0.1%	1%	2%	22
CN(C)CC(O)COC(c1ccc(Cl)cc1)c1ccc(Cl)cc1 (stereo unspecified)	-3%	0%	-2	-5%	8	44[activator]	-43	-0.1%	-11%	1%	-88*
O=c1[nH]c(=O)n(CCO)c2nnn(Cc3ccccc3)c12	6%	?	0	2%	-4	17	10	0.0%	-12%	4%	/
Cc1ccc(SCC(=O)Nc2cccc(NC(=O)c3ccco3)c2)cc1	0%	2%	0	5%	3	2	-5	-0.2%	?	-1%	-17
